Compound activity as filed in PubChem.
SW480 rereplic: A quantitative high throughput screen for small molecules that induce DNA re-replication in SW480 colon adenocarcinoma cells | 1.8% of 340,000 active | Potency, µM (titrated, usually from 46.1 µM), without a hit: top-dose re-replication activation, hits mostly activators | SW480 DNA re-replication, Hoechst DNA content imaging, 48 h | AID 624297, 2012; further: potency means the concentration at half of the fitted maximal effect; % of control where 0% means no effect; nearly all actives have a fitted effect of over 55% in size
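First, 250 cells per well were seeded. Next, compound or vehicle (23 nL) was pinned in, plates sat 48 hr at 37 C. Finally Hoechst was added for 40 min before fluorescence scanning.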
ATXN2 expr inh: Primary qHTS for Inhibitors of ATXN expression; HEK-293 ATXN2-luciferase reporter, luminescence, 24 h; Potency, µM (highest dose often 57 µM), for the others: at the highest dose activity change, negative = inhibition, actives largely listed as inhibitors; 0.72% of 360,000 active; further: potency means the concentration at half of the fitted maximal effect; on the % scale 0 is the no-effect control and ±100 the full control effect; nearly all actives have a fitted effect of over 55% in size
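ATXN2-luciferase reporter cells (luciferase flanked by upstream and downstream ATXN2 gene portions) were treated 24 h at 37 °C with compounds at up to 57 uM. SteadyGlo luminescence gave expression; GF-AFC fluorescence gave viability.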
KB-3-1 tox: qHTS assay for MDR1-selective chemotherapeutics: Primary screen using the parental adenocarcinoma cell KB-3-1 | KB-3-1 viability, CellTiter-Glo ATP luminescence, 72 h | Potency, µM (titrated, usually from 46.1 µM), for inactives: top-dose activity change, negative = cytotoxic, hits mostly cytotoxic | 1.4% of 400,000 active; further: potency means the concentration at half of the fitted maximal effect; on the % scale 0 is the no-effect control and ±100 the full control effect; nearly all actives have a fitted effect of over 60% in size
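Viability of parental KB-3-1 cells, measured by CellTiter-Glo luminescence, followed a 72 h incubation at 37 °C with pinned compounds in phenol-red-free DMEM containing 10% FBS.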
S2 tox: Viability Counterscreen for Primary qHTS for Inhibitors of ATXN expression | S2 cells (HEK-293 line with an ATXN2-luciferase reporter) viability, CellTiter-Fluor protease fluorescence, 24 h | Potency, µM (highest dose often 56.7 µM), usual class: cytotoxic | 0.49% of 400,000 active | AID 651635, 2014; further: potency means the concentration at half of the fitted maximal effect; nearly all actives have a fitted effect of over 40% in size
HT1080 IDH1KD tx: qHTS for induction of synthetic lethality in tumor cells producing 2HG: qHTS for the HT-1080-IDH1KD cell line; HT-1080 IDH1 knockdown viability, ATP luminescence, 48 h; Potency, µM (highest dose often 46.1 µM), for inactives: at the highest dose activity, negative = toxicity, actives largely listed as cytotoxic; 2% of 360,000 active; AID 686971, 2013;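 further: potency means the concentration at half of the fitted maximal effect; 0% = DMSO wells and -100% = cell-free medium wells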
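CellTiter-Glo luminescence after 48 h compound exposure at 37 degrees C of IDH1-knockdown HT-1080 cells in 5% FBS RPMI. %Activity scaled between DMSO wells and cell-free media wells, with curves fitted and assigned curve classes.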
KB-V1 MDR tox: qHTS assay for MDR1-selective chemotherapeutics: Primary screen using the drug-selected MDR subline cells KB-V1; Potency, µM (titrated, usually from 46.1 µM), without a hit: at the top dose activity change, negative = cytotoxicity, most hits filed as cytotoxic; 3.4% of 400,000 active; KB-V1 MDR cells viability, CellTiter-Glo, 72 h; further: potency means the concentration at half of the fitted maximal effect; on the % scale 0 is the no-effect control and ±100 the full control effect; nearly all actives have a fitted effect of over 60% in size
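Potencies derive from concentration-effect curves fitted to normalized luminescence (CellTiter-Glo) of KB-V1 cells treated for 72 h at 37 degrees C in phenol-red-free DMEM containing 10% FBS.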
HT1080NT lethal: qHTS for induction of synthetic lethality in tumor cells producing 2HG: qHTS for the HT-1080-NT fibrosarcoma cell line | HT-1080-NT fibrosarcoma viability, CellTiter-Glo ATP luminescence, 48 h | Potency, µM (series often up to 46.1 µM), for the others: top-dose activity, negative = less viability, most hits filed as cytotoxic | 1.6% of 360,000 active | AID 686970, 2013;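 further: NT is the 2HG producing partner of a matched IDH1 knockdown line; potency means the concentration at half of the fitted maximal effect; 0% = DMSO-treated cells and -100% = media-only wells without cells; nearly all actives have a fitted effect of over 55% in size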
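Viability of the 2HG-overproducing fibrosarcoma line after 48 hours of compound exposure at 37 degrees C was determined by luminescence with CellTiter-Glo, and concentration-effect curves were then fitted and categorized.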
IL1B secr inh: qHTS for Inhibitors of Inflammasome Signaling: IL-1-beta AlphaLISA Primary Screen. THP-1 LPS/ATP IL-1B secretion, AlphaLISA, 16 h; active compounds read low. activity change, % at 57.5 µM. 4.7% of 360,000 active. AID 743279, 2014; in the data active means activity change below about -50%; inconclusive means mostly about -30% to -49%; further: on the % scale 0 is the no-effect control and ±100 the full control effect
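THP-1 cells pretreated 1 hr with compounds (up to 57.5 uM final), then stimulated with LPS (250 ng/mL final) plus ATP (1.25 mM final); secreted IL-1B measured by AlphaLISA after 16 hr, decreased signal indicating inhibition.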
MCF10A rerep: A quantitative high throughput screen for small molecules that induce DNA re-replication in MCF 10a normal breast cells; Potency, µM (series often up to 46.1 µM), without a hit: at the top dose activity, positive = re-replication, most hits filed as activators; 2.9% of 350,000 active; MCF 10A DNA re-replication, Hoechst nuclear intensity, 48 h; further: potency means the concentration at half of the fitted maximal effect; % of control where 0% means no effect; nearly all actives have a fitted effect of over 50% in size
The depositor's hits bear a star; i = inactive; ? = inconclusive; / = no result given; [ ] = dose if it differs, or a comment. Unless noted, the call rests on the fitted dose curve; in most records, active means well fitted curve in the direction sought with a large enough effect; inconclusive means small, poorly fitted or top-dose-only effect, or another doubt; inactive means no such curve, though single readings can be large; an effect the other way counts as inactive or inconclusive.

SMILES,SW480 rereplic,ATXN2 expr inh,KB-3-1 tox,S2 tox,HT1080 IDH1KD tx,KB-V1 MDR tox,HT1080NT lethal,IL1B secr inh,MCF10A rerep
Cc1ccccc1NC(=O)NC1(C(=O)N2CCN(C)CC2)CCCCC1,0.6%,-3.0%,?,i,12.4%,42.0%,16.4%,-15.0,-11.8%
Oc1ccc(Cl)cc1-c1cc(-c2ccco2)[nH]n1,?,14.6%,-15.7%,i,?,?,?,46.9,?
Cc1ccc(C(CNC(=O)c2ccco2)N2CCN(C)CC2)cc1 (stereo not drawn),-15.4%,-1.5%,11.8%,i,1.5%,17.3%,0.2%,-2.4,0.5%
CC(=O)C(Sc1nn(C)c(=S)s1)C(=O)Nc1ccccc1 (stereo not drawn),-0.7%,0.0%,?,i,-2.6%,1.6%,11.9%,-19.1,4.2%
CCOc1ccc(CNC(=O)c2ccco2)cc1,7.9%,/,7.8%,i,-1.8%,-4.0%,-3.3%,-19.0,-8.8%
Cc1ccsc1CCN1C(=O)N(c2ccc(F)cc2)C(=O)C1CC(=O)Nc1ccccc1 (stereo not drawn),/,-16.4%,-3.6%,?,/,-7.1%,/,/,/
Cc1cc(C)n2c(Nc3ccc4c(c3)OCCO4)c(CC(C)C)nc2n1,/,-21.2%,28.7%,?,11.6%,5.7%,10.4%,48.8,/
Cc1ccc(N2CCN(/N=C/c3ccncc3)CC2)cc1,9.6%,0.0%,0.0%,i,-0.4%,0.0%,18.5%,3.3,11.1%
O=C(c1ccc2c(c1)OCO2)N1CCCN(C(=O)c2ccc3c(c2)OCO3)CC1,-6.1%,-6.6%,3.6%,i,19.9%,-4.8%,9.3%,-0.1,0.8%
COc1ccccc1NC(=O)CSc1nnc(-c2ccncc2)n1CC1CCCO1 (stereo not drawn),-2.0%,4.1%,6.2%,?,-2.4%,18.7%,-3.3%,4.8,-1.1%
CCOC(=O)C1(CC2CCCCO2)CCN(Cc2cc3ccccc3[nH]2)CC1 (stereo not drawn),?,-4.5%,8.7%,i,?,?,?,-91.5*,?
NNC(=O)Cn1nc(-c2ccccc2)c2ccccc2c1=O,4.0%,/,1.8%,i,5.1%,-1.7%,2.3%,-9.7,-3.6%
COc1ccccc1N1CCN(CC(O)COc2ccc(Cl)c(C)c2)CC1 (stereo not drawn),/,-17.1%,-8.2%,i,/,-29.0%,/,/,/
Brc1cccc(/C=N\n2cnnc2)c1,-6.1%,2.2%,-12.9%,i,-0.4%,?,8.9%,-1.3,21.3%
NC(=O)Cn1cnc2nc3n(c2c1=O)CCC3,1.3%,13.2%,3.3%,i,11.1%,5.8%,4.7%,?,-2.1%
O=S(=O)(c1ccc2c(c1)CCCC2)N1CCNCC1,16.7%,-7.5%,-15.6%,i,-3.1%,10.0%,-10.1%,-25.9,2.9%
CCC(C)N1CCN(C(=O)c2cc(OC)cc(OC)c2)CC1 (stereo not drawn),-1.9%,4.3%,-0.6%,i,2.6%,4.1%,6.0%,-1.0,-5.6%
COC(=O)C(C(C)C)N(Cc1cc(OC)cc(OC)c1)S(=O)(=O)CCl (stereo not drawn),8.3%,-6.6%,0.0%,i,3.2%,0.0%,6.3%,16.2,26.4%
Cc1ccc(C)c(N(C(=O)c2ccco2)C(C(=O)NC2CCCC2)c2ccco2)c1 (stereo not drawn),-7.7%,2.7%,11.3%,i,4.9%,-29.7%,3.1%,-1.5,-4.5%
Cc1ccc(S(=O)(=O)N2CCC(C(=O)NC3CC(C)(C)NC(C)(C)C3)CC2)cc1C,0.7%,5.1%,/,i,-0.5%,/,-11.2%,13.8,5.2%
O=C1c2ccccc2C(=O)c2c(Nc3ccc(CCO)cc3)ccc(O)c21,0.0%,/,-10.1%,i,-20.4%,-9.1%,-20.7%,?,-12.3%
O=C(NNc1ccc(C2CCCCC2)cc1)C(O)(c1ccccc1)c1cccs1 (stereo not drawn),?,0.1%,0.8%,i,?,?,?,?,?
S=C(Nc1ccccc1Oc1ccccc1)NC1CCCC1,5.5%,/,1.5%,i,-2.3%,2.2%,1.9%,-8.8,2.6%
CCOCc1cc(CN2CCC(n3nccc3NC(=O)C3CC3)CC2)ccc1OC,4.1%,-10.3%,/,i,6.6%,/,-4.9%,-2.5,-1.2%
CC(C)CC(=O)N/N=C/c1c(N)n(C)c(=O)n(C)c1=O,-6.9%,-13.5%,?,i,8.8%,12.5%,9.3%,-2.7,0.4%
O=C(CCCCCN1C(=O)c2ccccc2C1=O)Nc1ccccc1,-13.0%,-8.6%,-10.3%,i,9.0%,4.1%,6.0%,3.6,-1.1%
Cc1cccc(OCCSc2nc3ccc(NC(=O)COc4ccccc4)cc3s2)c1,/,8.1%,0.6%,i,/,7.6%,/,/,/
COc1cccc(N(CC(=O)NCc2ccccc2)C(=O)CCC(=O)Nc2nccs2)c1,-15.5%,-6.6%,-2.7%,i,-20.7%,-1.0%,-15.8%,-8.5,-25.3%
N#Cc1ccc(S(=O)(=O)N2CCCCC2c2cc(C(=O)N3CCOCC3)no2)cc1 (stereo not drawn),/,10.6%,0.0%,i,21.1%,5.7%,?,9.8,/
Cn1cc(Cl)c(-c2n[nH]c(=S)n2-c2ccccc2)n1,-5.6%,-7.4%,5.5%,i,12.0%,10.4%,3.4%,10.3,1.4%
CN(C)CC(=O)Nc1ccc(S(N)(=O)=O)cc1,1.0%,9.9%,-17.6%,i,-0.4%,-18.6%,-12.4%,9.0,3.1%
O=C(Cc1ccc(Cl)cc1)Nc1nc2ccccc2[nH]1,9.3%,-12.0%,-2.3%,i,-23.8%,4.4%,-12.4%,-2.5,6.3%
CCOC1=C2CN(S(=O)(=O)c3ccc(C)cc3)[C@H](c3ccccc3)C[C@@H]2N(S(=O)(=O)c2ccccc2C)[C@H](c2ccccc2)C1,/,-1.5%,0.0%,i,11.2%,-6.5%,16.6%,0.0,/
COc1cccc(C(=O)CSc2nnc(-c3cccs3)o2)c1,1.6%,3.6%,-5.7%,i,28.9%,-26.1%,22.2%,-4.6,?
O=C(CNC(=O)c1ccco1)Nc1cccc(Cl)c1,-22.0%,15.9%,11.0%,i,11.8%,0.0%,3.8%,0.0,-0.3%
Cc1nnc(NC(=O)CSc2nc3ccccc3o2)s1,3.2%,4.9%,14.0%,i,0.0%,4.3%,?,8.8,?

Part of the list above, set out differently.
Cc1cccc(OCCSc2nc3ccc(NC(=O)COc4ccccc4)cc3s2)c1
  SW480 rereplic: /
  ATXN2 expr inh: 8.1%
  KB-3-1 tox: 0.6%
  S2 tox: i
  HT1080 IDH1KD tx: /
  KB-V1 MDR tox: 7.6%
  HT1080NT lethal: /
  IL1B secr inh: /
  MCF10A rerep: /

N#Cc1ccc(S(=O)(=O)N2CCCCC2c2cc(C(=O)N3CCOCC3)no2)cc1 (stereo not drawn)
  SW480 rereplic: /
  ATXN2 expr inh: 10.6%
  KB-3-1 tox: 0.0%
  S2 tox: i
  HT1080 IDH1KD tx: 21.1%
  KB-V1 MDR tox: 5.7%
  HT1080NT lethal: ?
  IL1B secr inh: 9.8
  MCF10A rerep: /

(continued)
SMILES,SW480 rereplic,ATXN2 expr inh,KB-3-1 tox,S2 tox,HT1080 IDH1KD tx,KB-V1 MDR tox,HT1080NT lethal,IL1B secr inh,MCF10A rerep
CCCCn1c(=O)c(F)cn(Cc2ccc(OC)c([N+](=O)[O-])c2)c1=O,-0.4%,5.4%,2.4%,i,17.1%,-14.7%,11.4%,0.0,-90.9%[inhibitor]
CCn1c(CCC(N)=O)nnc1SCC(=O)c1cc(C)n(C2CC2)c1C,-8.9%,/,7.1%,i,2.8%,19.6%,4.5%,-6.8,-4.7%
Cc1nnsc1Sc1ccccc1C(=O)O,0.0%,-11.7%,7.7%,i,12.0%,?,11.5%,0.6,9.1%
O=C1NC(=O)/C(=C\c2ccc(O)cc2O)S1,-3.5%,/,2.0%,?,-22.7%,?,-10.9%,?,-6.7%
FC(F)(F)c1ccccc1Cc1c(-c2ccc(Cl)cc2)nc2ccc(Cl)cn12,/,58.3%[activator],-2.4%,i,?,?,?,20.4,/
COc1ccc(Oc2nc(-c3cccnc3)nc3ccccc23)cc1,12.6%,-28.4%,-2.9%,i,17.6%,?,15.5%,?,?
CC1CCCCC1NC(=O)Cn1[nH]c(=O)c2ccccc2c1=O (stereo not drawn),2.9%,-7.7%,1.6%,i,12.6%,-16.6%,2.4%,8.1,1.2%
O=Cc1cnc(N2CCCCC2)s1,-25.2%,/,-0.4%,i,-2.6%,15.4%,-1.5%,9.5,-1.9%
CCOC(=O)C1CCN(C(c2ccc(C)cc2)c2sc3nc(-c4ccco4)nn3c2O)CC1 (stereo not drawn),/,12.2%,1.2%,?,/,0.0%,/,/,/
COc1cc(-c2nnc(SCc3c(F)cccc3Cl)o2)cc(OC)c1OC,-0.4%,35.5%,?,i,-11.5%,?,-6.9%,-57.9*,?
Cc1ccc(N(CC(=O)NC2CCCC2)C(=O)CCCC(=O)Nc2ccccn2)cc1C,-3.8%[9.22 µM],5.5%,16.2%,i,10.9%,7.4%,18.2%,-7.9,-2.6%
